# GC-B act – human GC-B receptor activators, primary screen, HEK293 GC-B cells, cGMP TR-FRET, EC30 CNP. Atrial natriuretic peptide receptor 2 (Homo sapiens), P20594. activation, % at 10 µM. AID 1920062, 2024. 0.11% of 370,000 active. 0% at EC30 CNP, 100% saturating CNP;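 active = activation at 10 µM reaching about 35% in either raw or pattern-adjusted values, limit read from the data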
# TDP2 absorb – human TDP2 enzyme inhibitors, primary screen, biochemical, epi absorbance, recombinant enzyme. inhibition, % at 12.8 µM. 0.34% of 370,000 active. Tyrosyl-DNA phosphodiesterase 2 (Homo sapiens), O95551. T5PNP hydrolysis, p-nitrophenol absorbance 415 nm;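 active = inhibition above the mean of all tested compounds plus 3 SD, set per campaign, cut at about 25% in these data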;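 also: 0% = DMSO with enzyme and 100% = buffer with substrate but no TDP2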
#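 test system = human TDP2 enzyme | input = TDP2 enzyme at 120 nM final | medium = 50 mM Tris-HCl pH 7.5 with Mg2+, KCl, DTT, BSA | also added = T5PNP substrate, 5 mM | times = 2 h at 37 °C | technique = epi absorbance | benchmarks = high control without enzyme, low control DMSO plus TDP2 | replication = each compound tested once, singlicate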
# MBD2 DNA inh – inhibitors of MBD2 binding to methylated DNA, primary screen, biochemical, TR-FRET, DNA-binding domain, human; AID 686964, 2013; Methyl-CpG-binding domain protein 2 (Homo sapiens), Q9UBB5; MBD2 binding to methylated oligonucleotide; inhibition, % at 4.4 µM; 0.31% of 370,000 active; in the data active = inhibition above about 13%
# Target sequence (Q9UBB5 whole entry, looked up, the tested form may be a part): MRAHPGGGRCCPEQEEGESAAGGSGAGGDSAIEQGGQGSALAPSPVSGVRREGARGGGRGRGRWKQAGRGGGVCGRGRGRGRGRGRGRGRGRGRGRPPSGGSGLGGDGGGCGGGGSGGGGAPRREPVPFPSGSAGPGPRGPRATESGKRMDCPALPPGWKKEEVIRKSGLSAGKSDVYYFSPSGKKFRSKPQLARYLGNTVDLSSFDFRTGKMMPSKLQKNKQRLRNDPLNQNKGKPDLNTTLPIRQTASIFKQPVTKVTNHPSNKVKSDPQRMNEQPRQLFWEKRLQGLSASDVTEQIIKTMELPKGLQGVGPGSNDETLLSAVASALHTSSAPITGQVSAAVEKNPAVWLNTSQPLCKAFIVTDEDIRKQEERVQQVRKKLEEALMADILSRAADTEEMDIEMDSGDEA
# TCR CD3 inh – inhibitors of human TCR-CD3 interaction, primary screen, biochemical, fluorescence, TAMRA-labeled TCR probe; T-cell receptor (TCR); inhibition, % at 9.4 µM; 0.37% of 360,000 active; AID 651800, 2012; in the data active = inhibition above about 19%;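 also: recombinant mutant TCR 2C K166C tagged with TAMRA read by polarization; 0% = receptor in buffer alone and 100% = receptor with positive control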
# HTRA1 inh – HTRA1 serine protease inhibitors, primary screen, biochemical, fluorescence polarization, HTS | inhibition, % at 5.96 µM | recombinant HTRA1, FP-rhodamine activity-based probe | Q92743 | AID 504803, 2011 | 0.5% of 340,000 active; in the data active = inhibition above about 36%;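 also: 0% = enzyme with DMSO and 100% = wells lacking enzyme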
# ABHD4 inh – ABHD4 inhibitors, primary screen, biochemical, fluorescence polarization, mouse | 0.54% of 370,000 active | inhibition, % at 8.92 µM | (Lyso)-N-acylphosphatidylethanolamine lipase (Mus musculus), Q8VD66 | purified mABHD4, FP-Rh probe fluorescence polarization;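 active = inhibition exceeding the mean over every tested compound plus 3 SD, cut at about 30% in these data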;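 also: 0% = plate median of compound wells and 100% = S159A mutant with DMSO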
# Target sequence (Q8VD66 whole entry, looked up): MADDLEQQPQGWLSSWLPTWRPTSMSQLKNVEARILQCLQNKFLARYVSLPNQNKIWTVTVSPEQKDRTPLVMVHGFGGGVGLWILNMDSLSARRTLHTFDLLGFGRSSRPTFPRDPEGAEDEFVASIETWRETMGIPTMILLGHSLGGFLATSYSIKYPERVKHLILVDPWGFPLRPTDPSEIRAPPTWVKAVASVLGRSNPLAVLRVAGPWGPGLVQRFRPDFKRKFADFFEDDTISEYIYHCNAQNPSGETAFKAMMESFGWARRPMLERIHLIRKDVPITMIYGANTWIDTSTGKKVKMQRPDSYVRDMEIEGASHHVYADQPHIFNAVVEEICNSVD
#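 System: mouse ABHD4 enzyme, wild type / Medium: HEPES pH 7.0, NaCl, Pluronic buffer / Reagent: FP-Rh activity-based fluorescent probe / Control set: S159A mutant high control, sample median low control / Detection: fluorescence polarization with parallel and perpendicular emission, 525/598 nm / Schedule: 45 min + 60 min at 25 °C / Compound dosing: 8.92 µM, single dose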
# PRMT1 inh – PRMT1 methyltransferase inhibitors, primary screen, biochemical, fluorescence polarization; Protein arginine N-methyltransferase 1 (Homo sapiens), Q99873; recombinant PRMT1, activity-based probe fluorescence polarization; inhibition, % at 2.79 µM; 1.3% of 370,000 active;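 active = inhibition above about 21% made by adding two undisclosed values, limit read from the data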
# rCAG binder – binders of r(CAG) RNA repeats, primary screen, biochemical, fluorescence | AID 651821, 2012 | inhibition, % at 3 µM | 1.3% of 370,000 active | r(CAG) RNA repeat, TO-PRO-1 dye displacement fluorescence;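 active = inhibition above the plate cutoff, the mean of all test compounds on that plate plus 3 SD, cut at about 35% in these data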;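 also: 0% = DMSO alone and 100% = 100 µM mitoxantrone as full dye displacement; higher means more dye released from RNA so lower well fluorescence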
# SIAE primary – human SIAE inhibitors, primary screen, biochemical, fluorescence polarization, FP-Rh probe, 1536-well HTS. SIAE FP-Rh probe binding. inhibition, % at 9.66 µM. 0.69% of 370,000 active. AID 1053197, 2014;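 active = inhibition above a cutoff: mean of compounds within the control limits plus 3 SD of those, cut at about 17% in these data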;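 also: 0% = plate median of compound wells and 100% = probe without SIAE protein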
# LEDGF integ inh – blockers of LEDGF/p75-dependent integrase strand transfer – biochemical, TR-FRET, high throughput, primary screen; HIV-1 integrase (with human LEDGF/p75); TR-FRET IN-LEDGF/p75 DNA integration, Eu/Cy5; inhibition, % at 3.7 µM; 0.64% of 370,000 active; AID 743269, 2014;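 active = inhibition above the screen-wide mean plus 3 SD, cut at about 13% in these data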;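 also: signal is the Cy5 over europium emission ratio at 671 and 618 nm; 0% = plate median of compound wells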
# * = called active by the depositor; nt = no result given. Only part of the results is shown; count on the stated rates, not on these rows.
no.	molecule	GC-B act	TDP2 absorb	MBD2 DNA inh	TCR CD3 inh	HTRA1 inh	ABHD4 inh	PRMT1 inh	rCAG binder	SIAE primary	LEDGF integ inh
1	CC(=O)Nc1nonc1NC(=O)CSc1nc2ccccc2o1	3	8	4	5	21	5	6	2	4	-4
2	O=C(C[C@H]1CC[C@H]2[C@@H](COC[C@@H](O)CN2C(=O)c2cnccn2)O1)NCc1ccc(Oc2ccccc2)cc1	3	-6	-5	-3	nt	-7	0	3	11	5
3	O=C(COC(=O)C1CCN(c2ccc(C(F)(F)F)cn2)CC1)Nc1cccc(F)c1	-8	-10	-4	-6	-10	-21	12	-2	-7	0
4	O=C(O)c1ccccc1C(=O)OCCCc1ccncc1	3	-9	-3	3	-1	-1	0	1	-1	-1
5	CC(/C=N/n1c(-c2ccc(Cl)cc2)n[nH]c1=S)=C\c1ccco1	-6	4	0	-8	-12	0	27*	39*	-4	-1
6	Cc1cc(CNC(=O)COC(=O)C2CC3CCCC(C2)C3=O)cc(C)c1O (stereo unspecified)	-2	2	1	-3	6	-1	-1	-4	4	0
7	CCOc1ccc(N(CC(=O)Nc2ccc(C)cc2C)S(C)(=O)=O)cc1	-1	2	1	4	-5	7	0	0	1	-5
8	CCN(CC)S(=O)(=O)c1ccc(NC(=S)NC(=O)C(C)C)cc1	2	-2	-6	6	-11	-1	0	-1	-1	1
9	COc1ccc(NC(=S)NCc2ccccc2)c(OC)c1	3	0	6	0	6	4	4	-4	1	-4
10	CSc1ccccc1NC(=O)C(C)N1C(=O)c2ccccc2S1(=O)=O (stereo unspecified)	2	6	9	6	5	1	3	-4	-5	0
11	CCCCN(C(=O)c1cc(OC)c(OC)c(OC)c1)C1=CC2CCC(C1)N2C (stereo unspecified)	-4	-5	0	0	7	0	1	-2	0	2
12	CCn1nc(NC(=O)COC)c2cc3cc(C)ccc3nc21	-5	9	3	-7	2	4	3	-4	4	-2
13	OC(COc1c(F)cc(Br)cc1F)CN1CCOCC1 (stereo unspecified)	-3	-1	1	5	3	-4	0	-4	3	-2
14	Cc1cccc(NC(=S)NC2CCCC2)c1	-6	3	2	4	4	-1	0	2	9	2
15	Cc1c(NC(=S)Nc2cccc(Cl)c2)c(=O)n(-c2ccccc2)n1C	8	12	1	-5	2	5	-1	-2	0	-4

# The results go on:
no.	molecule	GC-B act	TDP2 absorb	MBD2 DNA inh	TCR CD3 inh	HTRA1 inh	ABHD4 inh	PRMT1 inh	rCAG binder	SIAE primary	LEDGF integ inh
16	O=C(c1cccc(Cl)c1)N1CCC2CC1c1cc(-c3ccccc3)ccc12 (stereo unspecified)	-9	-6	0	2	-33	-3	-2	7	-4	4
17	COc1ccc(NC(=O)CN2CCCC2)cc1	8	3	-2	2	-2	2	-3	-2	-3	-1
18	COc1ccc(NS(=O)(=O)c2cccc(C(=O)NNC(=O)c3cc(C)oc3C)c2)cc1	2	-14	-6	3	-1	1	0	5	-1	3
19	O=C(C1=C[C@H](c2ccc3c(c2)OCO3)C[C@H](OCc2ccc(CO)cc2)O1)N1CCOCC1	-1	3	0	0	-4	2	-2	-7	3	3
20	O=C1C(Nc2ccccc2)=C2CCCC=C2N1c1ccccc1	1	15	5	-1	-3	6	2	-2	-1	1
21	O=C1CCCN2N=C(SCC(=O)Nc3ccc(Cl)cc3)SC2=N1	-1	-10	7	1	-6	0	3	3	11	0
22	COc1ccc(S(=O)(=O)NCc2ccc3c(c2)OCO3)cc1C(=O)O	2	11	3	0	7	-1	-1	4	0	-2
23	COc1ccc(N2CCN(C(=O)c3ccncc3)CC2)cc1	0	3	-4	-6	1	0	2	0	-4	-1
24	COc1ccc([C@H]2/C=C\CN(C(=O)C3CC3)[C@@H](C)C(=O)N2Cc2ccc(F)cc2)cc1	-5	1	-1	-1	-10	6	2	-9	-2	6
25	Cc1ccc(NC(=O)C2C3CCC(O3)C2C(=O)O)cc1C (stereo unspecified)	2	-7	4	2	15	6	-2	-3	8	2
26	COc1ccc(-c2cc(-c3cccs3)c(C#N)c(SCC(=O)NCc3ccccc3)n2)cc1	-3	-3	5	-1	-4	-7	2	1	0	2
27	Cc1cc(NC(=O)Nc2ccccc2[N+](=O)[O-])n(C)n1	1	3	-5	-2	4	-5	0	-2	6	0
28	CN1CCSc2ccc(C(=O)NCc3ccccc3)cc21	-1	0	-1	2	-2	2	7	4	1	-7
29	COC(=O)[C@@H]1C[C@@H]2CC[C@@H](O)C[C@@H]2N1Cc1ccc(C(F)(F)F)cc1	8	-5	-4	1	-1	-4	3	-6	0	-2
30	CCOC(=O)Cn1c(=NC(=O)C(C)C)sc2c(C)cc(C)cc21	-18	-5	3	-7	-12	-6	6	-1	-6	4

# Brought forward from above: 3 compounds, followed by the next part.
no.	molecule	GC-B act	TDP2 absorb	MBD2 DNA inh	TCR CD3 inh	HTRA1 inh	ABHD4 inh	PRMT1 inh	rCAG binder	SIAE primary	LEDGF integ inh
28	CN1CCSc2ccc(C(=O)NCc3ccccc3)cc21	-1	0	-1	2	-2	2	7	4	1	-7
29	COC(=O)[C@@H]1C[C@@H]2CC[C@@H](O)C[C@@H]2N1Cc1ccc(C(F)(F)F)cc1	8	-5	-4	1	-1	-4	3	-6	0	-2
30	CCOC(=O)Cn1c(=NC(=O)C(C)C)sc2c(C)cc(C)cc21	-18	-5	3	-7	-12	-6	6	-1	-6	4
31	CC1CCCC/C1=N/Nc1ccc([N+](=O)[O-])cc1[N+](=O)[O-] (stereo unspecified)	-10	8	-3	1	7	6	-2	1	17	1
32	CCCS(=O)(=O)Nc1c(C(=O)O)[nH]c2ccc(OC)cc12	3	8	-6	3	-3	5	2	9	1	-3
33	Cc1nc2c(OCc3ccc(C(F)(F)F)cc3)cccn2c1N(C)CC1CC1	-2	-5	1	-2	nt	0	-2	-1	7	1
34	CC(Sc1nnc(-c2ccccc2F)n1C)C(=O)Nc1ccc(N2CCOCC2)cc1 (stereo unspecified)	2	10	-1	2	0	0	-3	3	10	-2
35	Cc1ccc(-c2nn(-c3ccccc3)cc2/C=C/C(=O)Nc2cccc(S(N)(=O)=O)c2)cc1	-5	-1	-4	84*	-115	-126	-1	21	-156	3
36	COc1ccc(OC)c(NC(=O)C2CCCN(S(=O)(=O)c3cccc4nonc34)C2)c1 (stereo unspecified)	-7	6	-2	7	-4	1	2	-2	0	0
37	CCCCn1c(N)c(N(CCOC)C(=O)CCNC(=O)NC23CC4CC(CC(C4)C2)C3)c(=O)[nH]c1=O	0	3	5	1	5	-5	0	-2	5	-2
38	CN(C(=O)c1cccc(NC(=O)Cc2cccc([N+](=O)[O-])c2)c1)C1CC1	4	7	-5	3	0	1	-5	-5	3	0
39	O=S(=O)(c1cccs1)N1CCN(c2ccccc2F)CC1	3	9	-1	-3	1	0	-2	-1	1	-3
40	CC(=O)Nc1cc(C(C)C)c(O)c(C(C)C)c1	3	-2	-2	4	5	0	1	1	2	1
41	CCOc1ccc(CN2CCNC(=O)C2CC(=O)OC)cc1 (stereo unspecified)	-2	4	0	2	1	5	3	3	-3	1
42	Cc1ccc(NC(=O)CN2C(=O)S/C(=C\c3ccc(OCC(=O)O)c(Br)c3)C2=O)cc1	1	6	1	-6	-1	0	2	28	-1	-1
43	O=C(COc1ccccc1O)NC1CCCC1	-3	2	4	-8	3	2	3	-2	10	-1
44	Cn1cnnc1SCC(=O)c1ccc2c(c1)OCCO2	4	4	-3	-4	2	3	-2	2	0	-2
45	Cc1ccccc1NC(=O)NCc1ccccn1	6	-1	-3	7	6	3	1	-5	-2	1

# 7 compounds out of the list above, sorted by the value under ABHD4 inh, ascending.
no. | Compound | ABHD4 inh
35 | Cc1ccc(-c2nn(-c3ccccc3)cc2/C=C/C(=O)Nc2cccc(S(N)(=O)=O)c2)cc1 | -126
26 | COc1ccc(-c2cc(-c3cccs3)c(C#N)c(SCC(=O)NCc3ccccc3)n2)cc1 | -7
13 | OC(COc1c(F)cc(Br)cc1F)CN1CCOCC1 (stereo unspecified) | -4
22 | COc1ccc(S(=O)(=O)NCc2ccc3c(c2)OCO3)cc1C(=O)O | -1
5 | CC(/C=N/n1c(-c2ccc(Cl)cc2)n[nH]c1=S)=C\c1ccco1 | 0
28 | CN1CCSc2ccc(C(=O)NCc3ccccc3)cc21 | 2
1 | CC(=O)Nc1nonc1NC(=O)CSc1nc2ccccc2o1 | 5

# Later entries
no.	molecule	GC-B act	TDP2 absorb	MBD2 DNA inh	TCR CD3 inh	HTRA1 inh	ABHD4 inh	PRMT1 inh	rCAG binder	SIAE primary	LEDGF integ inh
46	COCCCN1C(=O)C(CC(=O)NCCc2ccccn2)CC(C(=O)N(C(C)C)C(C)C)=C1C (stereo unspecified)	1	-7	6	-8	nt	-11	10	-1	2	-3
47	CCCCn1nnnc1C(c1cc2ccccc2o1)N1CCCC1 (stereo unspecified)	1	-4	10	-3	nt	-13	10	-1	-5	-5
48	CCCC[C@H]1COCCS(=O)(=O)N1Cc1cccc(Cl)c1	-15	3	6	2	-9	4	-1	-8	2	-1
49	COc1ccc(NC(=O)N2CCC(c3nc4ccccc4[nH]3)CC2)cc1	5	2	1	4	3	0	-1	-1	6	6
50	CNC(=O)c1c(O)c2cccc3c2n(c1=O)CC3	-7	-24	-4	-7	2	5	0	2	-7	-8
51	CCOC(=O)c1cnc2nc(C)nn2c1N	2	0	-2	0	4	-4	-3	-2	4	-4
52	CCOc1cc(N2CCOCC2)c(OCC)cc1NC(=S)NCCCOC	3	18	4	-3	0	5	1	-7	6	2
53	COc1ccc(-c2cc(C(=O)N3CCN(c4ccccn4)CC3)c3ccccc3n2)cc1	-4	-10	6	3	-34	3	2	0	-7	-5
